# Source: PubChem BioAssay
# FEN1 inhibitor = human FEN1 inhibition; P39748; Recombinant FEN1 flap cleavage, fluorescence, 15 min; Potency, µM (titrated, usually from 114 µM), inactives show at the top dose activity change, negative = inhibition, usual class: inhibitors; 390,000 tested, 0.35% active; further: nearly all actives have a fitted effect of over 65% in size
# Target sequence (P39748 whole entry, looked up): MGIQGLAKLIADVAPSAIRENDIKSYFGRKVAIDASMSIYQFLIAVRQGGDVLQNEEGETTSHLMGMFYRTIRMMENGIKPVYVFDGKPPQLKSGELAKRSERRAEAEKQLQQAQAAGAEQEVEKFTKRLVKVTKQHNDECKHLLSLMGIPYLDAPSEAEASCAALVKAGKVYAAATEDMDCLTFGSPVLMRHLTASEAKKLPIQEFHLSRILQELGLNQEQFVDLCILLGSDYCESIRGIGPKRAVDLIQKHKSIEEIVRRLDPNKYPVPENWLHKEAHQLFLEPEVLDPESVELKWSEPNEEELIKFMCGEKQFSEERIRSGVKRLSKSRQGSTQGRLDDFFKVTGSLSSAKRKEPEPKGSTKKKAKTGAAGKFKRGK
#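 Recombinant FEN1 (10 nM) was preincubated with pin-transferred compounds for 15 min at room temperature, then flap DNA substrate (50 nM final) was added. Plates were read at 0 and 15 min, and normalized concentration–response data were fitted to a four-parameter Hill equation.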
# DT40 TDP1 CPT = DT40-hTDP1 cell growth loss with CPT; 420,000 tested, 12% active; chicken DT40 Tdp1-/-;hTDP1 cells + 20 nM CPT, ATP luminescence, 48 h; Potency, µM (doses to about 46.2 µM), inactives show top-dose activity change, negative = growth inhibition, usual class: inhibitors; further: nearly all actives have a fitted effect of over 55% in size
#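 Chicken DT40 Tdp1-/- cells complemented with human TDP1, 400 cells/well, exposed to compounds plus 20 nM camptothecin for at least 48 h at 37 C; viability read as ATP content by CellTiter-Glo luminescence.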
# GCN5L2 inh = inhibitors of human GCN5L2 histone acetyltransferase. GCN5L2 HAT assay, ThioGlo1 CoA-SH fluorescence. Potency, µM (series often up to 58.9 µM), for inactives: at the top dose activity change, negative = inhibition, actives largely listed as inhibitors. 390,000 tested, 0.21% active. AID 504327
#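 Compounds, pin-transferred from DMSO stocks, meet 20nM GCN5L2 for 15 min before the reaction begins with H3(1-25) peptide (75uM) and acetyl-CoA (70uM). Thiol-reactive ThioGlo1 reports CoA release over 20 min at room temperature.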
# Starred values were filed as active, the others as inactive; ? = inconclusive; nt = no result given; & = joins results of further samples; [ ] = remark or other dose. The call rests on the fitted dose curve; in most records, active means well fitted curve in the direction sought with a large enough effect; inconclusive means small, poorly fitted or top-dose-only effect, or another doubt; inactive means no such curve, though single readings can be large; an effect the other way counts as inactive or inconclusive. On the % scale 0 is the no-effect control and ±100 the full control effect; potency means the concentration at half of the fitted maximal effect. An excerpt, so the mix of outcomes need not match the whole.
# Every second line gives: FEN1 inhibitor	DT40 TDP1 CPT	GCN5L2 inh
Cc1ccc(S(=O)(=O)N2C[C@@H]3[C@H]4CC[C@H](C4)[C@@H]3[C@@H](C)[C@H]2c2ccco2)cc1
 : -21%	15µM*	-5%
CCOC(=O)c1cn2nc(Oc3cccc(C(F)(F)F)c3)ccc2n1
 : 0%	0%	-1%
Cc1ccc(NC(=S)NNC(C)(C)C)cc1
 : -8%	4%	8%
COc1ccc2c(c1)C(=O)C1NC(=O)NC(=O)C1(Br)N2 (configuration not stated)
 : 12%	-5%	nt
CCCC(=O)N(Cc1cccnc1)c1nc2c(OC)ccc(Cl)c2s1
 : -4%	-1%	-1%
CCCC(=O)Nc1nnc(CCOC)s1
 : 15%	13%	-3%
NC(=O)c1c(NC(=O)CSc2nnc(-c3ccco3)n2N)sc2c1CCCC2
 : ?	?	?
CCCC(=O)NC1C2CC3CC(C2)CC1C3 (configuration not stated)
 : -15%	-6%	0%
CC(=NNC(=O)c1ccncc1)c1cc(Cl)ccc1Cl
 : 17%	-13%	nt
O=C(Nc1ccc(C(=O)N2CCOCC2)cc1)c1cc(-c2cccnc2)nc2ccc(Cl)cc12
 : -2%	1.8µM*	36%[activator]
CCc1nnc(NC(=O)c2ccc3c(c2)C(=O)N(CC)C3=O)s1
 : -1%	-2%	nt
Cc1c(C(C)(C)C)sc(=NC(=O)c2ccccc2O)n1C
 : 10%	?	-8%
O=C(NCCCn1ccnc1)c1ccc(N2CCCCC2)c([N+](=O)[O-])c1
 : 5%	-1%	-6%
Cc1nc(Cl)sc1C(=O)Nc1cc(F)cc(F)c1
 : -1%	?	-14%
COc1cc(NC(=O)Cn2nc(C(F)(F)F)c(Br)c2C)cc([N+](=O)[O-])c1
 : -5%	15µM*	2%
CC(C)(C)C1CCc2c(sc(NC(=O)Cn3nnc(-c4ccccc4Cl)n3)c2C#N)C1 (configuration not stated)
 : -13%	-9%	-12%
CCc1c(C)nc2nncn2c1NCc1ccc(Cl)cc1
 : 20%	8.2µM*	3%
CCC1=C(OC(=O)N(CC)CC)N2C(=O)OC(=NCC(=O)OC)[C@]2(Cc2ccccc2)[C@H]2C1=CC[C@H]1C(=O)N(C)C(=O)[C@H]12
 : 0%	-24%	?
Cc1cccc(NC(=O)CN2C(=O)C(C)Oc3ccccc32)n1 (configuration not stated)
 : 2%	-16%	-5%
Cc1ccccc1CSCC(=O)c1c(N)n(C)c(=O)n(C)c1=O
 : 0%	?	-3%
Cc1ccc(Nc2ccc(C(N)=O)cc2[N+](=O)[O-])cc1C
 : -5%	-30%	-5%
CC(C)NC(=O)CN1CCN(c2ncccn2)CC1
 : 7%	-26%	-6%
COc1cc(Cl)c(C)cc1NC(=O)c1cc2ccc3cccnc3c2[nH]1
 : -4%	?	19%
O=[N+]([O-])c1ccc(-c2cnc(SCc3ccccc3Cl)[nH]2)cc1
 : -22%	3%	?
CCOC(=O)C(C)Sc1nnc(CNC(=O)c2ccc(OC)cc2)n1C1CCCCC1 (configuration not stated)
 : 10%	?	-5%
COc1ccc(Cl)cc1NC(=O)c1cc(C)nc2c1c(C)nn2-c1ccccc1
 : 12%	?	-5%
Cn1cnnc1SCC(=O)N1CCN(C(=O)c2ccco2)CC1
 : 1%	23%	1%
O=C(NCCN1CCOCC1)c1cn(-c2ccccc2)nc1-c1cccs1
 : 2%	0%	-5%
CCC(C(=O)N1CCN(c2ccc(OC)cc2)CC1)n1nc(C)n2c(cc3occc32)c1=O (configuration not stated)
 : 0%	18µM*	1%
C(/C=C/C=C/Nc1ccccc1)=Nc1ccccc1
 : 1%	-6%	-4%
C=CCN1C(=NC(=O)COc2ccccc2)SC2CS(=O)(=O)CC21 (configuration not stated)
 : -6%	-3%	-22%
CCc1c(C)c(C#N)c2nc3ccccc3n2c1NCC1CCCO1 (configuration not stated)
 : -19%	?	1%
CC[n+]1c(S(=O)(=O)[O-])ccc2ccc(C)cc21
 : 11%	-8%	-4%
Cc1ccccc1CNC(=O)Cc1cccs1
 : 4%	-12%	-5%
CS(=O)c1ccccc1COC(=O)Nc1cccc(Cl)c1 (configuration not stated)
 : -1%	?	-4%
Cn1c(=O)c2[nH]c(CN(Cc3ccccc3)Cc3ccccc3)nc2n(C)c1=O
 : -5%	10µM*	-6%
CCN1CCN(c2nc3ccccc3nc2NS(=O)(=O)c2ccc(NC(C)=O)cc2)CC1
 : 14%	1%	-3%
COc1ccc(C[C@H]2CN3C(=NC[C@@H]3Cc3ccccc3)N2CCNC(=O)CCC2CCCCC2)cc1
 : -13%	13µM*	-5%
O=C(COc1ccccc1Cl)Nc1cc(Cl)ccc1Oc1ccccc1
 : -1%	-9%	?
CCOC(=O)Cn1c(=O)c2c(nc3n2CCCN3CCc2ccccc2)n(C)c1=O
 : 7%	6%	3%

# As a working copy, part of the list above:
# Every second line gives: FEN1 inhibitor	DT40 TDP1 CPT	GCN5L2 inh
Cn1cnnc1SCC(=O)N1CCN(C(=O)c2ccco2)CC1
 : 1%	23%	1%
O=C(NCCN1CCOCC1)c1cn(-c2ccccc2)nc1-c1cccs1
 : 2%	0%	-5%
CCC(C(=O)N1CCN(c2ccc(OC)cc2)CC1)n1nc(C)n2c(cc3occc32)c1=O (configuration not stated)
 : 0%	18µM*	1%
C(/C=C/C=C/Nc1ccccc1)=Nc1ccccc1
 : 1%	-6%	-4%
C=CCN1C(=NC(=O)COc2ccccc2)SC2CS(=O)(=O)CC21 (configuration not stated)
 : -6%	-3%	-22%
CCc1c(C)c(C#N)c2nc3ccccc3n2c1NCC1CCCO1 (configuration not stated)
 : -19%	?	1%
CC[n+]1c(S(=O)(=O)[O-])ccc2ccc(C)cc21
 : 11%	-8%	-4%
Cc1ccccc1CNC(=O)Cc1cccs1
 : 4%	-12%	-5%
CS(=O)c1ccccc1COC(=O)Nc1cccc(Cl)c1 (configuration not stated)
 : -1%	?	-4%
Cn1c(=O)c2[nH]c(CN(Cc3ccccc3)Cc3ccccc3)nc2n(C)c1=O
 : -5%	10µM*	-6%
CCN1CCN(c2nc3ccccc3nc2NS(=O)(=O)c2ccc(NC(C)=O)cc2)CC1
 : 14%	1%	-3%
COc1ccc(C[C@H]2CN3C(=NC[C@@H]3Cc3ccccc3)N2CCNC(=O)CCC2CCCCC2)cc1
 : -13%	13µM*	-5%
O=C(COc1ccccc1Cl)Nc1cc(Cl)ccc1Oc1ccccc1
 : -1%	-9%	?
CCOC(=O)Cn1c(=O)c2c(nc3n2CCCN3CCc2ccccc2)n(C)c1=O
 : 7%	6%	3%

# Continuation.
# Every second line gives: FEN1 inhibitor	DT40 TDP1 CPT	GCN5L2 inh
COc1ccc(NC(=O)C2CC(=O)OC2(C)C)cc1 (configuration not stated)
 : -5%	-28%	-1%
C[C@H](CO)N1C[C@H](C)[C@@H](CN(C)S(=O)(=O)c2cccs2)Oc2c(NC(=O)Nc3ccccc3)cccc2C1=O
 : 9%	-9%	-3%
O=S(=O)(c1ccccc1)c1nc(-c2cccs2)oc1SCc1ccccc1Cl
 : 9%	?	-6%
CCOC(CNC(=O)Cc1c(C)nc2c(-c3ccccc3)c(C)nn2c1C)OCC
 : -1%	-29%	2%
Cn1c(Cn2c(=O)sc3ccccc32)nnc1SCC(=O)NCCc1ccccc1
 : -14%	9%	0%
O=C(COc1cccnc1[N+](=O)[O-])Nc1ccc2c(c1)OCO2
 : 12%	-6%	-6%
C/C(=N\NC(=O)c1ccn(C)n1)c1ccc(NC(=O)C2CCC2)cc1
 : 16%	?	-3%
CCCn1c(N)c(C(=O)COC(=O)c2cccc(S(=O)(=O)N3CCOCC3)c2)c(=O)[nH]c1=O
 : -17%	1%	-1%
CC(=O)N(CCc1cccc(C)c1)Cc1cc2cc(C)ccc2[nH]c1=O
 : 17%	15µM*	-3%
Cc1ccc2nc(SCn3nnc4ccccc4c3=O)[nH]c2c1
 : 11%	-14%	52%[activator]
CCCS(=O)(=O)N1CCc2cc(OC)c(OC)cc2C1
 : 1%	0%	3%
CCOCCCNC(=O)CN1C(=O)CSc2cc(S(=O)(=O)N3CCCCCC3)ccc21
 : -1%	-22%	1%
Cc1ccc(-c2n[nH]c(=S)c3ccccc23)cc1
 : -2%	?	-7%
Cc1cc(C)c(S(=O)(=O)c2ccccc2)c(OC(=O)c2c(F)cccc2F)n1
 : 12%	-15%	-7%
COc1ccc(NC(=O)CSc2n[nH]c(-c3ccncc3)n2)cc1Cl
 : -4%	-26%	-3%
COc1ccccc1NC(=O)c1cccnc1
 : -4%	-27%	nt
O=S1(=O)N=C(Nc2ccc(O)c(CN3CCCCC3)c2)c2ccccc21
 : -2%	5%	-4%
CC(C)CCN1CCN(Cc2ccc(N3CCNC3=O)cc2)CC1CCO (configuration not stated)
 : 0%	-3%	?
CCCCCCCCNC(=O)c1cnsn1
 : -1%	3%	3%
CCOC(=O)Cn1c(=O)oc2cc(S(=O)(=O)NCC3CCCO3)ccc21 (configuration not stated)
 : -16%	11%	-5%
CCCN1C(C)C(C(=O)OCC)=CN(Cc2ccc(Br)cc2)S1(=O)=O (configuration not stated)
 : 2%	?	-12%
O=C(c1ccncc1)N1CCC2(CC1)CCN(c1ccccn1)CC2
 : nt	-21%	14%
O=C(Nc1cccc(C(=O)O)c1)/C(=C\c1ccc2c(c1)OCO2)NC(=O)c1ccco1
 : -10%	-2%	3%
Cc1ccccc1NC(=O)C1CCN(C(=O)N2CCOc3ccccc32)CC1
 : 22%	-23%	-8%
COc1ccccc1-c1cc2nc(C)cc(C)n2n1
 : 3%	5%	-2%
CN(CC(=O)Nc1cccc(F)c1)C(=O)c1ccc(C2SCCS2)cc1
 : -1%	?	-7%
Cc1cccc(C(=O)Oc2c(Br)cc(Br)cc2/C=N/NC(=O)c2ccncc2)c1
 : 4%	3%	1%
C/C(CC(=O)Nc1cccnc1)=N\NC(=O)C(C)Oc1ccc(Cl)cc1Cl (configuration not stated)
 : -2%	9%	-11%
CC(C)c1nnc(NC(=O)CCC(=O)Nc2ccc(Cl)cc2)s1
 : 7%	3%	-13%
CCOc1ccccc1OCC(=O)O
 : 1%	1%	1%
CCOc1ccc2nc(SCC(=O)N3c4ccccc4Sc4ccccc43)sc2c1
 : -14%	5%	5%
Brc1ccccc1CN1CCN(Cc2c[nH]c3ccccc23)CC1
 : -11%	0.52µM*	nt
O=C(CSc1nnc(Cc2cc(=O)[nH]c(=O)[nH]2)n1-c1ccccc1)N1CCCC1
 : -10%	0%	-2%
COC(=O)CCC(=O)Nc1cc(Cl)cc(Cl)c1
 : -5%	3%	0%
CCN1CCCC(OC(=O)Nc2ccccc2)C1 (configuration not stated)
 : 12%	-3%	-1%
O=C(O)CN(Cc1ccccc1)S(=O)(=O)c1ccc(F)cc1
 : 1%	5%	-7%
CC(C)(C)OC(=O)NC(CCNC=C1C(=O)OC(C)(C)OC1=O)C(=O)O (configuration not stated)
 : -3%	-1%	-8%
Cc1ccc(CCNC(=O)CCCn2c(=O)c3cccn3c3ccc(F)cc32)cc1
 : 1%	?	-11%
COc1ccc2cc(C(C)C(=O)NC3CCC(O)CC3)ccc2c1 (configuration not stated)
 : 0%	19%	-4%
CCCC(=O)NC(C)c1nc2ccccc2n1Cc1ccccc1 (configuration not stated)
 : -7%	-17%	1%
Cc1ccc(C)c(CN2CCC(CNC(=O)c3cc4ccc5cccnc5c4[nH]3)CC2)c1
 : -6%	?	-5%
COc1ccccc1CNc1cc(C)ccc1C
 : 6%	-15%	-6%
CSc1ncccc1C(=O)OCC(=O)Nc1ccc(N2CCOCC2)cc1
 : -18%	-12%	-21%
Nc1ccc(C(=O)C(=O)c2ccc(N)cc2)cc1
 : 17%	-6%	0%
O=C(NC1CCCCC1)C(c1ccc(Cl)cc1)N(C(=O)c1cnccn1)c1ccc2c(c1)OCO2 (configuration not stated)
 : 6%	-25%	-10%
CCOc1ncccc1C(=O)Nc1ccccc1N1CCOCC1
 : -5%	?	9%
CCN1C(=S)N[C@@H](c2ccccc2)C(C(=O)OC)=C1C
 : 1%	?	-2%&-1%
COc1ccc(N(C)S(=O)(=O)c2cccc(C(=O)Nc3ccc(-n4cnnn4)cc3)c2)cc1
 : 3%	18µM*	-11%
COc1ccc2[nH]c3c(=O)n(CCc4ccccc4)cnc3c2c1
 : 5%	-16%	0%
O=C(Oc1c(CN2CCOCC2)cc(Cl)c2cccnc12)c1ccc(F)cc1
 : ?	4.6µM*	-3%
CC(=O)Nc1ccc(C2Nc3ccccc3C(=O)N2C2CCCCC2)cc1 (configuration not stated)
 : -2%	0%	-9%
O=c1cc(NS(=O)(=O)c2ccccc2)nc(SCc2ccc(Cl)cc2)[nH]1
 : -13%	-3%	47%
COc1ccc(-c2cn3nc(SCC(=O)NC4CCCCC4)ccc3n2)cc1
 : -9%	0%	-3%
